USP1-UAF1 inh – USP1/UAF1 (human) deubiquitinase inhibition | O94782 | recombinant USP1/UAF1, Ub-Rhodamine cleavage fluorescence | Potency, µM (highest dose often 57.1 µM), for the others: top-dose activity change, negative = inhibition, actives largely listed as inhibitors | hit rate 0.23% among 390,000; also: % is scaled to controls: 0 for no effect and ±100 for the full control effect; nearly all actives have a fitted effect of over 60% in size; inactives centre near -12
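1 nM enzyme complex + cpd, 15 min RT; start with Ub-Rho 150nM final; kinetic fluorescence ex 480/em 540, 6 reads q60 s. Buffer 50mM HEPES pH 7.8, 0.5mM EDTA, 0.1 mg/ml BSA, 1mM TCEP, 0.01% Tween-20.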
TrxR1 substrate – rat thioredoxin reductase 1 substrate activity | hit rate 0.01% among 390,000 | AID 588456 | Potency, µM (top dose mostly 114 µM), without a hit: top-dose activity change, negative = substrate turnover | purified TrxR1 substrate turnover, NADPH consumption readout; also: % is scaled to controls: 0 for no effect and ±100 for the full control effect; nearly all actives have a fitted effect of over 50% in size
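Rat TrxR1, dispensed at 90 nM, was prereduced with 400 uM NADPH (final) for 5 min at ~22 deg C, then incubated with compound 15 min before 400 uM selenite. A first-read NADPH fluorescence drop versus no-compound background flagged substrates.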
RXFP1 ag – agonists of human relaxin receptor RXFP1; Q9HBX9; HEK293T-RXFP1 cAMP TR-FRET, 30 min; response scale: percent of porcine relaxin response, buffer zero; Potency, µM (series often up to 57.5 µM), inactives show at the top dose activation, most hits filed as activators; hit rate 0.3% among 370,000; also: % is scaled to controls: 0 for no effect and ±100 for the full control effect; nearly all actives have a fitted effect of over 60% in size; many of its hits are not listed in these tables
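Agonist response is measured as cAMP accumulation in an RXFP1-transfected HEK293T line under PDE4 inhibition. Values are scaled between buffer-only and 29 nM porcine relaxin, and EC50s come from standard Hill equation fits.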
RGS4 inh – inhibitors of human regulator of G protein signaling 4; P49798; Transcreener GDP fluorescence polarization, RGS4-accelerated GTP hydrolysis; Potency, µM (top dose mostly 114 µM), without a hit: at the top dose activity change, negative = inhibition, usual class: inhibitors; hit rate 0.039% among 390,000; also: % is scaled to controls: 0 for no effect and ±100 for the full control effect; nearly all actives have a fitted effect of over 75% in size; some results filed as inactive show a strong effect at the top dose
Target sequence (P49798 whole entry, looked up): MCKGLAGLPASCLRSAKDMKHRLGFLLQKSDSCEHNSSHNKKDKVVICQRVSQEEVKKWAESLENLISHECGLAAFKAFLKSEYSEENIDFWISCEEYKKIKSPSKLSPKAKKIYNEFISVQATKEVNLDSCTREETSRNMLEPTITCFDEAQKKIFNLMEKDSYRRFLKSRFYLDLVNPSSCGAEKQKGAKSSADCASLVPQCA
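MLSMR compounds (23 nl, pin-transferred) preincubated 10 min at room temperature with a 500nM (2x) first reagent, then RGS4 at 900nM (2x) plus Transcreener GDP mix added; fluorescence polarization (620/688 nm) read before and after 90 min at 30 °C.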
ALOX12 inh – blocks human arachidonate 12S-lipoxygenase; P18054; purified 12hLO, xylenol orange hydroperoxide absorbance; Potency, µM (series often up to 108 µM), for inactives: top-dose activity change, negative = inhibition, usual class: inhibitors; hit rate 1.1% among 580,000; AID 1671190; also: % is scaled to controls: 0 for no effect and ±100 for the full control effect
Target sequence (P18054 whole entry, looked up): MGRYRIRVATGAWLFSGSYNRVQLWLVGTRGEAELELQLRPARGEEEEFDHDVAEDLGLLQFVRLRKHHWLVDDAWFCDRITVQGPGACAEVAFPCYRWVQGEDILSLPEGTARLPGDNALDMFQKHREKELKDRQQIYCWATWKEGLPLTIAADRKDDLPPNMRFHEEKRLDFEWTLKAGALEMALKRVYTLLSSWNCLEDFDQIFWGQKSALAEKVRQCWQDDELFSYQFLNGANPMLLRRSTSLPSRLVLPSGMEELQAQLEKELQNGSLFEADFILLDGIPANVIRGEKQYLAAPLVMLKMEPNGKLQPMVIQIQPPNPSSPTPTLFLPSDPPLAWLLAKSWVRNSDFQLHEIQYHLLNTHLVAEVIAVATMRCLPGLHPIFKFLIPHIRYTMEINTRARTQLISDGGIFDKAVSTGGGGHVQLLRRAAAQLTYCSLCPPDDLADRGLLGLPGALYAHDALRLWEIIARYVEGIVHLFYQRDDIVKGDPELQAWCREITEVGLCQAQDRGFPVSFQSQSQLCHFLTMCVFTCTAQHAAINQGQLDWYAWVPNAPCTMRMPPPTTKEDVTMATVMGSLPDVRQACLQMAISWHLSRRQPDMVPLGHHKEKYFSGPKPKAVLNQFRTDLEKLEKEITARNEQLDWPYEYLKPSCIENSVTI
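Hydroperoxide product was detected by ferrous iron/xylenol orange as the 573 to 405 nm absorbance ratio. Arachidonic acid at 40 uM (final) was turned over for 30 min at room temperature by 150 nM human 12hLO, pH 7.0 Hepes buffer, after 15 min compound preincubation.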
Vif-A3F inh – Vif-A3F binding inhibition | HeLa A3F-eYFP + Vif (tagged APOBEC3F with the HIV-1 protein that degrades it), YFP fluorescence increase | Potency, µM (doses to about 46.1 µM), inactives show top-dose activity, negative = active | hit rate 0.2% among 390,000 | AID 602313; also: % of control where 0% means no effect; nearly all actives have a fitted effect of over 65% in size
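HeLa cells stably expressing A3F-eYFP plus Vif, plated and incubated overnight at 37 deg C, then exposed to compounds overnight at 37 deg C. Blocked degradation read as raised yellow fluorescence (Ex 488/Em 500-530).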
IDH1 R132H inh – inhibitors of human mutant IDH1 R132H; AID 602179; hit rate 0.093% among 390,000; Potency, µM (highest dose often 76.6 µM), inactives show at the top dose activity change, negative = inhibition, actives largely listed as inhibitors; IDH1-R132H enzyme, NADPH consumption, diaphorase/resazurin fluorescence; also: % is scaled to controls: 0 for no effect and ±100 for the full control effect; nearly all actives have a fitted effect of over 65% in size
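IDH1-R132H (0.5 ug/mL dispensed) in pH 7.5 Tris buffer was preincubated 30 min with compound, then given a substrate mix of 0.016 mM NADPH and 2 mM alpha-KG for 80 min at room temperature; remaining NADPH was read by diaphorase/resazurin fluorescence.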
rTrxR1 inhibitor – inhibitors of rat thioredoxin reductase 1; O89049; recombinant rTrxR1, NADPH fluorescence consumption, selenite substrate; Potency, µM (series often up to 114 µM), without a hit: at the highest dose activity change, negative = inhibition, most hits filed as inhibitors; hit rate 1% among 390,000; AID 588453; also: % is scaled to controls: 0 for no effect and ±100 for the full control effect; nearly all actives have a fitted effect of over 65% in size
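Rat TrxR1 (90 nM in the dispensed reagent) was pre-reduced with 400 uM NADPH for 5 min at room temperature, then incubated with compound for 15 min. After 400 uM selenite was added, NADPH fluorescence (Ex 340/Em 450 nm) was followed for 8 min.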
Vif-A3G inh – inhibitors of Vif-APOBEC3G interaction. Q9HC16. HeLa A3G-eYFP + Vif (tagged APOBEC3G with the HIV-1 protein that degrades it), YFP fluorescence, overnight. Potency, µM (series often up to 46.1 µM), inactives show at the top dose activity, negative = active, hits mostly inhibitors. hit rate 0.076% among 410,000. AID 602310;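 also: % is scaled to controls: 0 for no effect and ±100 for the full control effect; nearly all actives have a fitted effect of over 60% in size; hits raise eYFP signal because A3G escapes Vif-driven loss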
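HeLa cells stably expressing Vif and C-terminally eYFP-tagged A3G, seeded overnight at 37 deg C, then exposed to compound by pintool overnight at 37 deg C. Rise in yellow fluorescence (Ex 488/Em 500-530, Acumen) marks blocked Vif-driven A3G degradation.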
Numbers without * were called inactive; ? = inconclusive; / = not tested or not shown; [ ] = dose if it differs, or a comment. Calls follow the shape of the dose curve; as a rule, active = well fitted curve in the direction sought with a large enough effect; inconclusive = small, poorly fitted or top-dose-only effect, or another doubt; inactive = no such curve, though single readings can be large; an effect the other way counts as inactive or inconclusive. Potency is read from the fitted curve at half-maximal effect.

SMILES	RGS4 inh	Vif-A3G inh	rTrxR1 inhibitor	IDH1 R132H inh	Vif-A3F inh	USP1-UAF1 inh	ALOX12 inh	RXFP1 ag	TrxR1 substrate
C=CCN1CN(S(=O)(=O)c2cccc(Cl)c2)c2nc3ccccc3nc21	-14%	-2%	?	2%	0%	-20%	?	5.5%	1%
CCOC(=O)N1CCN(C(=O)c2cnsn2)CC1	-5%	3%	-2%	-3%	2%	4%	0%[57.4 µM]	1.4%	-6%
COc1ccc(OCC2c3cc(OC)c(OC)cc3CCN2C(=O)C(C)C)cc1 (stereo not given)	?	-4%	5%[57.1 µM]	-1%	-21%	-9%	-6%	-2.9%	0%[57.1 µM]
COc1cc2c(cc1OC)C1CC(=O)C(CC(C)C)CN1CC2 (stereo not given)	11%[56.9 µM]	-2%	8%[57.1 µM]	-3%	4%	-4%	?	1.0%	7%[57.1 µM]
CCOc1ccc(-n2c(SC(C)C(=O)OC)nc3c(c2=O)SCC3)cc1 (stereo not given)	5%	-1%	12%	0%	1%	-9%	-8%	/	2%
CSc1nsc(SC)c1NC(=O)N1CCCC1	10%	1%	-12%	-1%	0%	-6%	-19%	2.1%	-1%
CCOc1ccc(NC(=O)CCn2cccn2)cc1	2%	0%	6%[57.1 µM]	-24%	4%	1%	-1%	-2.6%	-1%[57.1 µM]
O=[N+]([O-])c1cc([N+](=O)[O-])c(Oc2cccc3c2CCCC3)cc1NN1CCCCC1	18%	1%	-20%	0%	-8%	4%	4%	/	-13%
CC(=O)c1ccc(S(=O)(=O)N2CCN(C(=O)c3cccc(S(=O)(=O)N4CC(C)OC(C)C4)c3)CC2)cc1 (stereo not given)	-25%	-2%	23%	4%	-3%	-13%	138%	/	4%
CC(OC(=O)C1CC1)C(=O)Nc1cccc(S(=O)(=O)N2CCOCC2)c1 (stereo not given)	7%	-3%	13%[57.1 µM]	13%	-21%	-11%	2%	/	8%[57.1 µM]
Cc1ccc(S(=O)(=O)N(C)CC(=O)OCC(=O)N2CC(=O)Nc3ccccc32)cc1	-8%	-4%	0%[57.1 µM]	20%	3%	-17%	253%[activator]	0.1%	-1%
Cn1c(CCC(N)=O)nnc1SCC(=O)Nc1ccccc1C(=O)NC1CC1	-4%	5%	10%	-13%	1%	-5%	-21%	-1.9%	-2%
Cc1ccc(C(=O)NNC(=O)c2csc(N3CCOCC3)n2)o1	-14%	1%	0%	1%	4%	-11%	-6%	2.6%	2%
O=C(CS(=O)(=O)c1ccccc1)Nc1nnc(Cc2ccccc2)s1	-30%	-4%	-2%	-1%	0%	-27%	0%	1.9%	-2%
COc1ccc(C(=O)CCC(=O)N2CCN(c3cccc(Cl)c3)CC2)cc1	-4%	-1%	29%[57.1 µM]	2%	2%	-13%	4%[57.4 µM]	1.5%	8%[57.1 µM]
COC(=O)c1cc(N=Nc2sc(N)nc2C)cc(C(=O)OC)c1	-2%	-9%	5%	14%	1%	-23%	0%	-0.8%	-1%
Cc1ccccc1NC(=O)c1sc(Cl)nc1C	-16%	-1%	-8%[57.1 µM]	2%	4%	-8%	-2%	-0.6%	7%[57.1 µM]
COC(=O)c1nnn(-c2ccc(Br)cc2)c1C(=O)OC	-10%	0%	15%	23%	-3%	12%	-14%	-1.2%	3%
O=C(CNC(=O)N1CC(=O)Nc2ccccc21)Nc1ccc(F)c(Cl)c1	-6%	-4%	24%	4%	-3%	-20%	14%	0.0%	3%
CCC(=O)N1CCc2cc(S(=O)(=O)CCC(=O)O)ccc21	-12%[11.4 µM]	4%	13%	3%	3%	-7%	1%	2.0%	5%[57.1 µM]
O=C(c1ccc([N+](=O)[O-])cc1Cl)N1CCN(c2ccccn2)CC1	-9%	-2%	-1%	-3%	-4%	-9%	?	2.5%	-7%
Cc1cccc(NC(=O)CSCC(=O)N(CCC(C)C)c2c(N)n(Cc3ccccc3)c(=O)[nH]c2=O)c1	-21%	2%	3%	-7%	3%	-17%	?	1.4%	1%
C[C@H](CO)N1C[C@H](C)[C@@H](CN(C)C(=O)Nc2ccc(C(F)(F)F)cc2)Oc2ccc(NC(=O)Nc3ccccc3)cc2C1=O	-14%	-2%	-7%	12%	1%	-27%	?	/	-17%
Fc1ccc(-n2cc(CNCCc3ccncc3)c(-c3ccccc3Cl)n2)cc1	-5%	5%	16%	5%	-4%	-19%	-4%	-1.1%	5%
CCC(=NNS(=O)(=O)c1ccc(C)cc1)c1ccccc1	/	-1%	/	4%	2%	-13%	?	/	/
CN1CCN(Cc2nc(Cc3cccc(F)c3)no2)CC1c1ccccc1 (stereo not given)	-32%	6%	20%[57.1 µM]	2%	5%	-14%	0%	-0.9%	4%
COc1ccc(Cc2nnc(SCC(=O)Nc3c(C)cccc3C)[nH]c2=O)cc1	-10%	0%	-2%	-2%	3%	-2%	?	-1.9%	-6%
Oc1ccc2ccccc2c1CN1CCN(c2ccccc2F)CC1	-15%	0%	-57%	4%	-7%	-9%	45µM*	6.8%	15%[57.1 µM]
CN(Cc1nc2ccccc2c(=O)[nH]1)C(=O)c1ccc(NC(=O)CSc2nnnn2C)cc1	9%	-2%	-23%	3%	-4%	-5%	-13%	0.8%	0%
COc1ccccc1CCN=C(N)NS(=O)(=O)c1cc(F)ccc1F	10%	3%	14%	0%	8%	-8%	337%[activator]	-0.3%	2%

Reprinted from the part before: 2 compounds, then new ones.
SMILES	RGS4 inh	Vif-A3G inh	rTrxR1 inhibitor	IDH1 R132H inh	Vif-A3F inh	USP1-UAF1 inh	ALOX12 inh	RXFP1 ag	TrxR1 substrate
CN(Cc1nc2ccccc2c(=O)[nH]1)C(=O)c1ccc(NC(=O)CSc2nnnn2C)cc1	9%	-2%	-23%	3%	-4%	-5%	-13%	0.8%	0%
COc1ccccc1CCN=C(N)NS(=O)(=O)c1cc(F)ccc1F	10%	3%	14%	0%	8%	-8%	337%[activator]	-0.3%	2%
CSc1ccc(/C=N/NC(=O)c2cccs2)cc1	-31%	-1%	15%	12%	4%	-23%	?	-0.2%	5%
CC(=O)Nc1ccc(NC(=O)c2ccc(OCc3c(C)noc3C)cc2)cc1	1%	1%	19%[57.1 µM]	5%	6%	5%	-4%	/	8%[57.1 µM]
COc1cc(NC(=S)Nc2ccc(OC(F)F)cc2)cc(OC)c1	-5%	1%	-14%	-4%	12%	-1%	?	-1.9%	-4%
O=C(COn1nnc2ccc(Cl)cc21)NCc1ccccc1	18%	-3%	1%[57.1 µM]	0%	-3%	-10%	-8%	-0.9%	6%[57.1 µM]
COc1ccccc1NC(=O)NC(=O)N(C(C)C)S(C)(=O)=O	-8%	-5%	14%[57.1 µM]	6%	1%	-3%	9%	0.3%	6%[57.1 µM]
O=c1oc2ccccc2cc1-c1ccc(O)cc1	30%	-9%	28%	2%	-2%	-9%	-20%	-2.6%	18%
Cc1ccc(-n2nc(C)c3nc(CCC(=O)Nc4cccc(F)c4)c(=O)n(C)c32)cc1	-5%	-1%	14%[57.1 µM]	20%	-29%	-4%	-8%	12%	2%[57.1 µM]
CCS(=O)(=O)N1CCN(C(=O)c2ccccc2)CC1	-1%	-2%	0%	6%	-2%	-20%	-2%	0.1%	1%
Cc1ccc(C)c(C(C)NC(=O)C2CCCC2)c1 (stereo not given)	-18%	0%	10%[57.1 µM]	10%	-4%	-22%	-20%	4.4%	11%[57.1 µM]
Cc1nn(CC(=O)N(C)C2CCS(=O)(=O)C2)c(C)c1S(=O)(=O)N(C)C (stereo not given)	-5%	0%	17%	3%	5%	-13%	353%[activator]	-1.6%	6%
O=c1oc(CCCO)cc2ccc(C#Cc3ccsc3)cc12	16%	4%	13%[57.1 µM]	-5%	0%	-34%	-4%	3.0%	27%[57.1 µM]
C/C(CC(=O)Nc1ccc(N(C)C)cc1)=N\NC(=O)c1ccc(C(C)(C)C)cc1	-2%	-2%	13%	10%	5%	-22%	35%[activator]	-2.3%	5%
CC1=C(C(N)=O)C(c2ccc(Cl)cc2Cl)n2ncnc2N1 (stereo not given)	-20%	0%	2%	4%	-3%	2%	-24%	0.4%	2%
COc1ccc(CNC(=O)Cn2cc(C(F)(F)F)ccc2=O)cc1OC	-8%	3%	7%	15%	11%	-16%	-9%	-2.2%	3%
Cc1ccc(C2=N/C(=C\c3cccc(F)c3)C(=O)O2)cc1	15%	-7%	15%	6%	-4%	-13%	-4%	-2.2%	-3%
CC(NC(=O)c1cc([N+](=O)[O-])cc([N+](=O)[O-])c1)c1ccc(-n2ccnc2)cc1 (stereo not given)	0%	0%	10%	4%	4%	-24%	-15%	5.6%	0%
CCC1Nc2ncnc(N3CCc4ccccc4C3)c2N(Cc2ccc(Cl)cc2)C1=O (stereo not given)	-16%	-27%	-5%	-1%	1%	-5%	?	/	1%
CCCCOCCCNC(=O)c1cccs1	-22%	0%	10%	4%	-7%	-8%	3%	-0.2%	-6%
Cc1ccc(CNS(=O)(=O)c2cc(F)ccc2CN2C(=O)c3cccnc3C2=O)o1	-22%	2%	?	2%	-6%	-26%	?	?	7%

Source: PubChem BioAssay (National Center for Advancing Translational Sciences (NCATS))

This is a subset. The share of hits here may be higher or lower than overall.
